Screens deposited in PubChem BioAssay by The Scripps Research Institute Molecular Screening Center.
SIAE primary: blocks human sialic acid acetylesterase; SIAE FP-Rh probe binding, fluorescence polarization; 370,000 compounds, 0.69% hits; Q9HAT2; AID 1053197; inhibition, % at 9.66 µM;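 active = inhibition above a cutoff: mean of compounds within the control limits plus 3 SD of those, cut at about 17% in these data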;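 note: 0% = plate median of compound wells and 100% = probe without SIAE protein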
LEDGF integ inh: blocks HIV-1 LEDGF/p75-dependent DNA integration. TR-FRET IN-LEDGF/p75 DNA integration, Eu/Cy5. 370,000 compounds, 0.64% hits. inhibition, % at 3.7 µM;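 active = inhibition above the screen-wide mean plus 3 SD, cut at about 13% in these data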;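 note: signal is the Cy5 over europium emission ratio at 671 and 618 nm; 0% = plate median of compound wells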
mABHD4 FP: ABHD4 (mouse) inhibition, primary FP screen; Q8VD66; 370,000 compounds, 0.54% hits; inhibition, % at 8.92 µM; AID 720543; purified mABHD4, FP-Rh probe fluorescence polarization;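 active = inhibition exceeding the mean over every tested compound plus 3 SD, cut at about 30% in these data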;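 note: 0% = plate median of compound wells and 100% = S159A mutant with DMSO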
Target sequence (Q8VD66 whole entry, looked up): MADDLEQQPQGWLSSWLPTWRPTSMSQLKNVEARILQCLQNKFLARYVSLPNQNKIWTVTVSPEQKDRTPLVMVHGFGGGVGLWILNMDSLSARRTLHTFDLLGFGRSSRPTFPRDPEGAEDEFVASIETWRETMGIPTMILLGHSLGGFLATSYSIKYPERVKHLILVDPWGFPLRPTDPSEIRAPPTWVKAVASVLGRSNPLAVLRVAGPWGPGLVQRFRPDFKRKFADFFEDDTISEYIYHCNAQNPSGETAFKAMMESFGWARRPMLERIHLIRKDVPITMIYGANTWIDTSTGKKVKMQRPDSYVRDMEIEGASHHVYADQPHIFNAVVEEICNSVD
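Test system: mABHD4 protein; Read-out basis: % inhibition; Incubation: 45 min + 60 min at 25 °C; Repeats: single replicate; Technique: fluorescence polarization with parallel and perpendicular emission, 525/598 nm; Compound: 8.92 µM, single dose; Benchmarks: full inhibition S159A mutant plus DMSO, zero as sample-well median.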
PRMT1 inh: PRMT1 (human) inhibition, primary screen | recombinant PRMT1, activity-based probe fluorescence polarization | inhibition, % at 2.79 µM | 370,000 compounds, 1.3% hits | AID 652257;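 active = inhibition above about 21% made by adding two undisclosed values, limit read from the data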
PG9 binder: PG9 antibody binding by small molecule; AID 624416; inhibition, % at 6.7 µM; TR-FRET gp120-PG9 antibody binding; 360,000 compounds, 0.43% hits; in the data active = inhibition above about 8.5%
TDP2 absorb: TDP2 (human) inhibition, absorbance primary screen. 370,000 compounds, 0.34% hits. inhibition, % at 12.8 µM. O95551. recombinant TDP2, T5PNP hydrolysis, p-nitrophenol absorbance 415 nm;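 active = inhibition above the mean of all tested compounds plus 3 SD, set per campaign, cut at about 25% in these data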;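 note: 0% = DMSO with enzyme and 100% = buffer with substrate but no TDP2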
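Read-out basis: percent inhibition. System: recombinant human TDP2. Buffer or medium: Mg2+-containing Tris-HCl buffer, pH 7.5. Repeats: single replicate. Timing: reaction 2 h, 37 °C. Benchmarks: high control without enzyme, low control DMSO plus TDP2. Probe or stimulus: 5 mM T5PNP. Doses: 12.8 µM only. Measured by: epi absorbance of p-nitrophenol freed from T5PNP by hydrolysis.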
HTRA1 inhibitor: HTRA1 (human) protease inhibition | Q92743 | AID 504803 | 340,000 compounds, 0.5% hits | inhibition, % at 5.96 µM | recombinant HTRA1, FP-rhodamine activity-based probe, fluorescence polarization; in the data active = inhibition above about 36%;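 note: 0% = enzyme with DMSO and 100% = wells lacking enzyme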
DDE Tn7 FP inh: inhibitors of Tn7 peptide binding to human fibrin DD(E). P02675. FP displacement of FITC-Tn7 peptide from fibrin DD(E); 0% = median of compound wells per plate. inhibition, % at 8.3 µM. 370,000 compounds, 0.13% hits. AID 720508;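 active = inhibition above the mean of compounds falling within the control limits plus 3 SD of them, cut at about 14% in these data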;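 note: 0% = plate median of compound wells and 100% = 10 µM Aha-Tn7 peptide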
Target sequence (P02675 whole entry, looked up): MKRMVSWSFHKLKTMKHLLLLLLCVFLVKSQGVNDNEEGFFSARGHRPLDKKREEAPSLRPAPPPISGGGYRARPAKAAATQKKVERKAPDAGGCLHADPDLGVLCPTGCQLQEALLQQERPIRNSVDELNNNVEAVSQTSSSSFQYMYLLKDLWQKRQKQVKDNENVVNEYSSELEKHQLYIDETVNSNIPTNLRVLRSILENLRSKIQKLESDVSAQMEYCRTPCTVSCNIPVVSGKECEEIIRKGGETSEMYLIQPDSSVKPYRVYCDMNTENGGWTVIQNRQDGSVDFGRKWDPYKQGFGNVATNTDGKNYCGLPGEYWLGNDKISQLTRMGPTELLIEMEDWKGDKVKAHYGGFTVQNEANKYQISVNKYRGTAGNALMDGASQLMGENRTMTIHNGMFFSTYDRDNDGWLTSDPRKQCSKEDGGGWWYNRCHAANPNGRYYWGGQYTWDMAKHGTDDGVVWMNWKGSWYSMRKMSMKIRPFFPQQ
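system = human fibrin DD(E) protein | quantity = DD(E) 2 µM final | medium = Tris/NaCl/CaCl2 buffer, pH 7.8 | also added = labelled Tn7 tracer, 0.1 µM | compound dosing = single point at 8.3 µM | timing = compound with protein 10 min, then 3 h after probe, room temperature | signal = FP measurement | benchmarks = Aha-Tn7 high control | repeats = one replicate per compound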
TCR-CD3 inh: blocks the human TCR-CD3 interaction. TAMRA-labeled TCR probe fluorescence, biochemical. inhibition, % at 9.4 µM. 360,000 compounds, 0.37% hits. AID 651800; in the data active = inhibition above about 19%;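 note: recombinant mutant TCR 2C K166C tagged with TAMRA read by polarization; 0% = receptor in buffer alone and 100% = receptor with positive control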
UHRF1 binding: human UHRF1 methylated DNA binding inhibitors. Q96T88. UHRF1 binding to methylated oligo, TR-FRET. inhibition, % at 4.4 µM. 370,000 compounds, 0.75% hits. AID 687016; in the data active = inhibition above about 21%;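 note: UHRF1 SRA domain binding a hemimethylated CpG hairpin DNA probe; 0% = median of test compound wells and 100% = reference inhibitor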
* = called active by the depositor; nt = not tested or not shown.

item | molecule | TCR-CD3 inh | HTRA1 inhibitor | PRMT1 inh | LEDGF integ inh | SIAE primary | TDP2 absorb | UHRF1 binding | mABHD4 FP | PG9 binder | DDE Tn7 FP inh
1 | Cc1ccc(N2C(=O)C(NC(=O)c3ccccc3F)(C(F)(F)F)C3=C2CC(C)(C)CC3=O)cc1 (centres undefined) | 4.7 | 3.1 | 0.6 | -1.1 | -2.4 | -2.4 | 2.6 | 4.7 | -1.2 | -2.4
2 | O=C(CSc1nnc(Nc2ccccc2F)s1)NCc1ccco1 | 3.3 | 0.5 | 2.4 | 1.1 | 7.2 | -7.8 | 1.1 | 6.5 | 0.2 | 5.0
3 | COc1ccc(S(=O)(=O)N2CCOCC2)cc1C(=O)Nc1ccc2c(c1)OCO2 | 1.5 | -1.6 | -1.4 | -3.4 | -5.1 | 5.3 | 1.1 | -6.4 | 3.4 | 5.2
4 | COc1ccc(CCC(=O)NCC(c2ccco2)N2CCc3ccccc32)cc1 (centres undefined) | -0.2 | 0.1 | 1.6 | -1.5 | 4.0 | 15.4 | 0.0 | -0.8 | -0.6 | 2.7
5 | Cc1ccc(C)c(S(=O)(=O)N2CCN(C(=O)CCc3nc4ccccc4c(=O)[nH]3)CC2)c1 | -1.1 | -3.6 | -0.7 | 1.8 | -0.2 | -1.0 | 3.9 | 0.3 | -0.5 | 4.9
6 | CN1CCc2c(sc(NC(=O)Cc3ccccc3)c2C#N)C1 | 1.5 | 2.0 | 0.5 | 0.3 | 3.2 | 8.0 | 6.6 | 0.4 | -1.3 | -9.8
7 | NC(=O)c1ccsc1NC(=O)COC(=O)c1ccncc1 | 2.8 | -3.4 | 2.7 | -2.5 | -5.0 | 0.6 | -0.4 | 9.3 | 2.5 | -2.9
8 | O=C(Cc1ccc(Br)cc1)Nc1cccc(S(=O)(=O)N2CCOCC2)c1 | 1.0 | -18.2 | -3.6 | 0.4 | 1.0 | 5.4 | 1.7 | -4.1 | -4.0 | -2.4
9 | CN1CCN(C(=O)/C(=C\c2cccc([N+](=O)[O-])c2)NC(=O)c2cccs2)CC1 | -1.5 | 4.0 | 5.5 | -5.4 | -3.7 | -8.0 | 2.9 | 2.6 | -0.9 | 0.5
10 | C=CCCC(=O)Nc1nc(C)c(-c2csc(Nc3ccccc3OC)n2)s1 | -3.6 | 20.2 | 4.4 | 2.7 | 5.8 | 11.0 | 3.6 | 13.4 | -1.6 | -0.6
11 | CCOc1ccc2[nH]c(C)c(CN3CCN(CC)CC3)c(=O)c2c1 | 1.6 | -1.1 | -0.5 | 0.1 | 3.5 | 2.9 | -1.3 | -3.0 | -3.0 | 5.5
12 | NC(CSC(c1ccccc1)(c1ccccc1)c1ccc2c(c1)OCO2)C(=O)O (centres undefined) | 1.8 | -4.9 | 13.9 | 3.9 | -1.7 | -4.2 | -0.9 | 10.3 | -0.7 | -8.5
13 | CCN1C(=O)CC(C(=O)O)SC1=Nc1ccc(OC)cc1 (centres undefined) | 1.7 | 0.3 | -0.5 | -2.3 | 9.5 | -10.6 | -1.9 | 5.8 | -1.0 | 0.3
14 | CSc1nc(NS(=O)(=O)c2cc(Br)ccc2Br)cc(=O)[nH]1 | 5.1 | -1.7 | 3.9 | 0.8 | 3.1 | 8.6 | 2.1 | -5.8 | -1.6 | -5.2
15 | COc1cc(CC(=O)Nc2cc(S(=O)(=O)N3CCOCC3)ccc2N2CCCC2)cc(OC)c1OC | 8.5 | 1.2 | -2.1 | 0.5 | 0.0 | 6.5 | 0.5 | 0.5 | -0.7 | -7.3
16 | N#Cc1ncc(Cc2ccccc2)nc1C#N | 0.7 | 32.5 | -2.1 | 3.4 | -3.2 | 18.4 | -4.1 | -1.1 | -0.6 | 2.7
17 | Cc1ccc(S(=O)(=O)Oc2ccccc2N2C(=O)C3C4CCC(C4)C3C2=O)cc1 (centres undefined) | -4.0 | -5.8 | 2.9 | -4.2 | 4.9 | 3.4 | 0.4 | -0.5 | 0.8 | -3.3
18 | CCOC(=O)N1CCN(C(=O)Cc2ccccc2[N+](=O)[O-])CC1 | -2.1 | 0.6 | 4.7 | -4.4 | 1.7 | -1.0 | -0.6 | 7.2 | -0.2 | -4.1
19 | C=CCn1c(Cc2ccccc2)nnc1SCc1nc2ccccc2c(=O)[nH]1 | 0.4 | 4.2 | 0.3 | 4.9 | 4.7 | -10.0 | 1.1 | 0.8 | -1.0 | -9.5
20 | Cn1cccc1Cc1nnc(SCC(N)=O)n1-c1ccc(F)cc1 | -4.3 | 4.6 | 0.5 | -1.0 | 1.6 | 7.7 | 0.2 | -3.9 | -0.9 | 7.5
21 | Cc1c(Br)c([N+](=O)[O-])nn1CC(=O)NCc1ccccn1 | -3.0 | 2.6 | -2.0 | -2.2 | 6.6 | 4.7 | -1.4 | -14.7 | -0.9 | 4.1
22 | C[C@H]1Cn2cnc(C(=O)N3CCN(c4ccccc4)CC3)c2C(=O)N1 | 11.4 | nt | -0.2 | -2.3 | 1.1 | -2.5 | -2.7 | 2.5 | -0.4 | 3.7
23 | O=C(Cn1c(=O)cnc2ccccc21)N1CCCc2ccccc21 | 0.5 | 1.7 | -3.8 | 3.1 | -10.7 | -2.9 | -2.9 | 5.0 | -3.8 | -1.4
24 | C=CCn1c(Cc2nc3ccc(Cl)cc3[nH]2)n[nH]c1=S | -8.1 | 19.8 | 4.8 | -1.4 | 3.7 | 2.6 | -1.6 | 21.4 | 1.6 | -1.0
25 | CC(=O)N(/N=C1/C(=O)Nc2ccccc21)c1ccccc1 | -2.5 | 10.6 | 6.2 | -3.9 | 0.6 | -5.0 | -0.9 | -0.4 | -1.6 | 4.9
26 | CN(C(=O)Nc1ccccc1)n1cnc2ccccc2c1=O | -2.0 | -0.4 | 5.2 | 1.6 | 1.2 | -0.4 | 1.0 | 2.7 | 0.0 | -6.4
27 | CN1c2ccccc2C(O)=C(C(=S)Nc2ccccc2)S1(=O)=O | 0.1 | -3.1 | 21.8* | -0.2 | -5.7 | -0.5 | -1.8 | -4.7 | -1.6 | 6.5
28 | O=C(O)c1ccc(-c2nc(-c3ccccc3)c(-c3ccccc3)[nH]2)cc1 | -1.2 | -5.8 | -4.4 | 2.9 | 9.9 | 5.1 | -0.7 | -10.2 | 0.3 | 3.1
29 | O=C(Cc1ccccc1)NCC(=O)N/N=C/c1ccc(C(=O)O)cc1 | -7.3 | 4.4 | -0.9 | -0.7 | 8.5 | 5.3 | -3.8 | 4.9 | -0.8 | 1.1
30 | CC1CCCCN1c1nc(-c2ccncc2)nc2ccccc12 (centres undefined) | -0.8 | -21.5 | 2.1 | 1.3 | -3.1 | -13.2 | -0.2 | -17.8 | -1.0 | -4.2
31 | O=C(CSc1nc2ccccc2c(=O)n1CCC(=O)N1CCCCC1)NCc1ccccc1 | 7.1 | -6.1 | -0.3 | 2.6 | 5.0 | -2.8 | -1.5 | -5.3 | -0.6 | -7.3
32 | COc1ccccc1NS(=O)(=O)c1cccc(C(=O)N/N=C/c2ccccc2OCC(=O)O)c1 | -4.8 | 0.5 | 1.7 | -3.0 | -9.3 | -6.5 | 1.9 | -1.9 | -1.4 | -1.4
33 | Cc1cc(C)c(C2=CC(=O)C[C@H](c3ccc4c(c3)OCO4)C2)c(C)c1 | 2.0 | -45.7 | -1.0 | 0.2 | 11.5 | -2.2 | -1.1 | -4.6 | -2.5 | -0.3
34 | COc1cc(-c2nc(CN3CCN(c4ncccn4)CC3)c(C)o2)ccc1F | -0.7 | -0.4 | -1.4 | 0.9 | -0.8 | 12.1 | -2.9 | 1.2 | -0.8 | -3.5
35 | NC(CO)c1csc(NC(=O)Nc2cccc(Cl)c2)n1 (centres undefined) | -5.2 | nt | -1.1 | 0.0 | 3.8 | 1.2 | -0.5 | 1.1 | -1.5 | 5.6
36 | CCOC(=O)[C@]12CCCC=C1N(CCC1=CCCCC1)C(=O)[C@H](CC(=O)N1CCN(C(=O)C3CC3)CC1)C2 | -3.0 | nt | 2.1 | -4.2 | 0.7 | 2.8 | -0.4 | 6.0 | -0.7 | 0.1
37 | CCOC(=O)C1CCN(C(=O)c2ccccc2Oc2ccccc2)CC1 | 7.5 | 0.7 | -1.1 | -2.9 | 3.0 | -11.7 | 1.9 | -5.0 | -1.6 | 0.3
38 | Cc1ccccc1N1CCN(CCCN2C(=O)CC(=C(c3ccccc3)c3ccccc3)C2=O)CC1 | -2.4 | -13.4 | -4.3 | -0.8 | -1.2 | -0.5 | 0.6 | 9.5 | 0.1 | -3.3
39 | O=C(c1ccc(Cl)cc1)C(Cn1cncn1)C(Sc1ccccc1)c1ccccc1 (centres undefined) | 7.7 | -14.4 | -2.5 | 1.6 | 1.0 | -0.5 | -1.2 | -5.7 | 1.8 | -5.0
40 | CCOC(=O)NC(=O)CSc1nc(-c2ccc(C)c(C)c2)cn1-c1ccccc1 | 3.8 | -38.1 | 9.3 | -0.3 | -0.4 | 4.5 | -1.3 | -12.1 | -2.5 | -3.7
41 | COc1ccc(/C=C2\CCc3ccccc3C2=O)cc1CN1CCOCC1 | -1.6 | -5.1 | -1.3 | 0.5 | -1.7 | -8.0 | -0.3 | 8.5 | -2.1 | -3.4
42 | Cc1cccc(Cl)c1NC(=S)NCCc1ccccn1 | 2.5 | 12.8 | 1.1 | -1.4 | -5.0 | 0.9 | -0.4 | -4.0 | -0.2 | 4.1
43 | C=CCOn1c(C)c(C(C)=O)c2c3no[n+]([O-])c3ccc21 | 2.3 | -1.7 | 1.4 | -0.6 | -5.1 | 4.6 | -2.4 | -3.8 | -3.9 | -8.2
44 | COc1ccc(-c2nnc(-c3cccnc3)o2)cc1OC | 0.7 | 1.2 | -6.3 | -3.0 | 4.4 | -4.1 | -4.9 | -9.6 | -1.9 | 0.8
45 | O=C(Cc1ccc(-c2ccccc2)cc1)OCC(=O)N1CCCC1=O | -1.2 | 1.2 | 6.8 | -2.6 | 1.5 | -0.5 | 0.3 | 1.9 | -0.7 | -1.7
46 | CCOC(=O)c1cc2occc2n1CC(=O)Nc1ccc(OC)cc1OC | -0.3 | -1.0 | 0.6 | -0.1 | 13.1 | 7.9 | -4.8 | 8.8 | -1.4 | 3.2
47 | O=C(c1ccc(COc2ccc(F)cc2)o1)n1cc(Br)cn1 | 8.2 | 3.7 | -0.1 | 4.5 | 9.3 | 12.7 | 1.6 | 0.0 | -0.5 | 7.9
48 | O=C(CSc1ccc2nnc(CCNC(=O)c3ccc(F)cc3)n2n1)NCc1ccco1 | -6.5 | 1.5 | 2.4 | -1.6 | 6.0 | -18.2 | 4.2 | -4.0 | -2.9 | 3.0
49 | CC(C)Nc1nnc(SCC(=O)c2c[nH]c3ccccc23)s1 | -2.9 | 1.8 | -1.3 | 0.0 | 9.8 | -10.2 | -1.2 | 6.3 | -3.0 | -3.8
